CHT block – inhibits the human high affinity choline transporter; hit rate 0.86% among 310,000; Q9GZV3; CHT-expressing cells, membrane potential dye, choline response; active compounds read low; B-score at 10 µM;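 active = B-score over 3 SD under the library average, and starting fluorescence ratio not unusually high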;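 also: choline stimulus applied at its EC90 after an EC20 pre-addition; B-score computed on integrated fluorescence ratio after choline addition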
Target sequence (Q9GZV3 whole entry, looked up): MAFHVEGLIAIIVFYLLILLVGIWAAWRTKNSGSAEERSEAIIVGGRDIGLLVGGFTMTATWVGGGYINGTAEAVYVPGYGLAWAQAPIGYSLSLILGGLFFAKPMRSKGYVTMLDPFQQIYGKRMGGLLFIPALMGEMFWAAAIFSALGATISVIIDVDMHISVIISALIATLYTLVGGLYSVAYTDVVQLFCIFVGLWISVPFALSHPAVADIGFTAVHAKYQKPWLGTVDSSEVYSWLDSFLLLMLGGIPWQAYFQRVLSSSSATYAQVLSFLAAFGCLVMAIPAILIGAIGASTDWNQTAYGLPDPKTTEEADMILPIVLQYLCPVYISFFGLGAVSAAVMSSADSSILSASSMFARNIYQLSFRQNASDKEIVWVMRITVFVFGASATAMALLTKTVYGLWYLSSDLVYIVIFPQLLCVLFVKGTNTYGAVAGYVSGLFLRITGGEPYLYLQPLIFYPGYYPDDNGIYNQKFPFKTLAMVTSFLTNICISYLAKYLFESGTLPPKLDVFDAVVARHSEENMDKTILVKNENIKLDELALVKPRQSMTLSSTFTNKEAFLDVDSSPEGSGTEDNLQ
Kir21 block – inhibitors of mouse Kir2.1 inward-rectifier potassium channel; B-score at 10 µM; HEK293-Kir2.1, FluxOR thallium flux fluorescence; active compounds read low; hit rate 0.85% among 310,000;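 active = fluorescence ratio B-score at or below minus 3 SD of library scores, with starting-brightness B-score within 2 SD, cut at about -4.2 in these data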;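 also: channel flux triggered by added potassium and thallium sulfate stimulus; B-score of peak minus minimum fluorescence over baseline after thallium stimulus; more negative B-score means stronger Kir2.1 block with less thallium influx; some compounds called inactive have numbers as strong as hits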
Target sequence (P35561 whole entry, looked up): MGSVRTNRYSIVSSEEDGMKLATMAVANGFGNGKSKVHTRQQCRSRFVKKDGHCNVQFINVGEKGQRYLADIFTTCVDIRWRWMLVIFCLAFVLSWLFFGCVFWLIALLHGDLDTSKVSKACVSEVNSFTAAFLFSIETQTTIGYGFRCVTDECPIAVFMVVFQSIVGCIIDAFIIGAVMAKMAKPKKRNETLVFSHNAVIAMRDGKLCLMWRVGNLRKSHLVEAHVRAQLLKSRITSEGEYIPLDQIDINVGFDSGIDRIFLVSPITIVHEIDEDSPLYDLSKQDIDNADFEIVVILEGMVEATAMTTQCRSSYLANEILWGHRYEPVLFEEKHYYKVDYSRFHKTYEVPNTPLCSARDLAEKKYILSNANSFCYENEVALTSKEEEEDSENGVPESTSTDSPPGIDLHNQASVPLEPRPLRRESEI
Active calls of the source: *; i = inactive; / = no result given. The order is random (roughly 1.6% active in at least one column).

The opening 6 records, ahead of the listing:
SMILES	CHT block	Kir21 block
CCN(CC(=O)Nc1ccccc1C(F)(F)F)C(=O)c1cc(S(=O)(=O)N(C)C)ccc1N1CCCC1	i	0.63
O=C(CN1C(=O)NC2(CCCCC2)C1=O)NCCc1c[nH]c2ccccc12	i	-0.2
O=c1[nH]c(C2CCN(S(=O)(=O)c3ccccc3)CC2)nc2c1nnn2Cc1ccc2c(c1)OCCO2	i	1.33
CC1(C(=O)c2ccccc2)C2c3c(ccc4ccccc34)OC(=O)C21C(=O)N1CCOCC1 (stereo not given)	i	-1.36
CNc1c([N+](=O)[O-])cnn1-c1ccccn1	i	-0.45
CCCC(=O)NCCc1nc2ccccc2n1CCC	i	0.11

Results, from the first entry:
SMILES	CHT block	Kir21 block
CCN(CC(=O)Nc1ccccc1C(F)(F)F)C(=O)c1cc(S(=O)(=O)N(C)C)ccc1N1CCCC1	i	0.63
O=C(CN1C(=O)NC2(CCCCC2)C1=O)NCCc1c[nH]c2ccccc12	i	-0.2
O=c1[nH]c(C2CCN(S(=O)(=O)c3ccccc3)CC2)nc2c1nnn2Cc1ccc2c(c1)OCCO2	i	1.33
CC1(C(=O)c2ccccc2)C2c3c(ccc4ccccc34)OC(=O)C21C(=O)N1CCOCC1 (stereo not given)	i	-1.36
CNc1c([N+](=O)[O-])cnn1-c1ccccn1	i	-0.45
CCCC(=O)NCCc1nc2ccccc2n1CCC	i	0.11
O=C(c1ccccc1Nc1ccc(SC(F)F)cc1)N1CCCCC1	i	-0.97
CCOc1ccc(N(CC(=O)Nc2ccc(OC)cc2)C2=NC3CS(=O)(=O)CC3S2)cc1 (stereo not given)	i	-1.35
C#CCOc1ccc(/C=N/O)cc1Cl	i	1.76
COc1ccccc1NC(=O)CCCn1c(=S)[nH]c2ccccc2c1=O	i	-0.03

A draw from above in order of formula weight, smallest number first.
SMILES	CHT block	Kir21 block
C#CCOc1ccc(/C=N/O)cc1Cl	i	1.76
O=C(c1ccccc1Nc1ccc(SC(F)F)cc1)N1CCCCC1	i	-0.97
O=C(CN1C(=O)NC2(CCCCC2)C1=O)NCCc1c[nH]c2ccccc12	i	-0.2
O=c1[nH]c(C2CCN(S(=O)(=O)c3ccccc3)CC2)nc2c1nnn2Cc1ccc2c(c1)OCCO2	i	1.33

Following part.
SMILES	CHT block	Kir21 block
CCOc1ccc(NC(=O)CN(C)C(=O)c2ccc(N3CCCCCC3)c([N+](=O)[O-])c2)cc1OCC	i	0.02
CC1CC(C)CN(C(=O)c2cc(S(=O)(=O)N3CCCCC3)ccc2Cl)C1 (stereo not given)	i	-1.06
O=C(NCC(=O)N(c1ccccc1)C(C(=O)NC1CCCCC1)c1ccncc1)c1ccco1 (stereo not given)	i	1.25
O=C1/C(=C\c2ccc(-c3ccccc3[N+](=O)[O-])o2)C(c2ccccc2)=NN1c1ccccc1	i	-0.92
Cn1cnc([N+](=O)[O-])c1SCC(O)CCl (stereo not given)	i	-0.48
COc1ccc(CCNc2nc(N3CCCCC3)nc(N3CCCCC3)n2)cc1OC	i	-1.31
COC(=O)c1cc(NC(=O)c2cc(-c3ccc(OC)cc3)oc2C(F)(F)F)ccc1N1CCOCC1	i	-0.94
O=C(Cc1ncc(C(F)(F)F)cc1Cl)NCCc1ccccc1	i	3.36
S=C(Nc1ccccc1)N1CCCCC1	i	-0.79
COc1ccc(CCCC(=O)Nc2cc(C)ccc2OC)cc1	i	0.71
COc1cc(/C=C/c2ccc3cccc([N+](=O)[O-])c3n2)ccc1OCC#N	i	0.75
COCCNc1nc2nonc2nc1N1CCCC1c1nccs1 (stereo not given)	i	-2.54
c1ccc(CSc2nnc(-c3ccco3)c(-c3ccco3)n2)cc1	i	0.54
N#Cc1ccc(NC(=O)COC(=O)C2=COCCO2)cc1	i	-0.63
COc1ccc(C(=O)Nn2c(SCC(=O)NCC3CCCO3)nc3ccccc3c2=O)cc1 (stereo not given)	i	0.97
COc1ccc(OC)c(N/C=C/C(=C(C#N)C#N)N(C)C)c1	i	0
Cc1ccc(C(C)C)c(OCC(=O)Nc2ccc(N3CCN(S(C)(=O)=O)CC3)cc2)c1	i	/
CN1CCCN(C(=O)c2cc(-c3ccc(Cl)c(Cl)c3Cl)nc3ccccc23)CC1	-8.04*	-4.78*
Cc1ccc2c(c1)N(C(=O)CSc1nncn1C)C(C)(C)c1ssc(=S)c1-2	i	-3.4
COc1ccc2nc(NC(=O)CN(c3ccc(C)cc3)S(=O)(=O)c3c(C)nn(C)c3C)sc2c1	i	1.22
COc1cc(/C=C2/C(=O)NN(c3ccccc3)C2=O)cc(Br)c1O	i	0.2
COc1ccc(/C=C/C(=O)OCC(=O)N2CC(=O)Nc3ccccc32)cc1S(=O)(=O)N1CCOCC1	i	-0.52
COc1ccc(OC)c(NC(=O)NNC(=O)c2cc3occc3[nH]2)c1	i	0.2
CCOC(=O)C1(CCOc2ccccc2)CCN(Cc2cccn2-c2cccnc2)CC1	i	-1.15
O=C1/C(=C/c2ccccn2)SC(=S)N1c1cccc(O)c1	i	-1.2
CCN1CCN(C(=O)Nc2cc(Cl)ccc2OC)CC1	i	0.15
Cc1ccc(C2NNC(=O)C2NC(=O)c2ccccc2)cc1 (stereo not given)	i	0.5
O=C(N/N=C/c1cccs1)c1ccc(-n2cccc2)cc1	i	1.34
CC1CCCC(NC(=O)COC(=O)/C=C/c2ccc3c(c2)OCO3)C1C (stereo not given)	i	1.14
CSc1ccc(-c2cc(=O)c3ccccc3o2)cc1	i	0.01
Nc1nc(N)nc(-c2ccccn2)n1	i	-1.33
CCCCNC(=O)Nc1c(C(=O)OC)[nH]c2ccc(C)cc12	-6.89*	-1.28
CCOc1ccc(S(=O)(=O)Nc2cc(C)ccn2)c2ccccc12	i	-0.03
COc1cc(C)nc(Oc2ccc(/C=N/O)cc2)n1	i	-0.71
O=C1CC(Sc2ccc(Cl)cc2)C(=O)N1c1ccc2c(c1)OCCO2 (stereo not given)	i	0.62
Cc1nnc(SCC(=O)c2cc(C)n(-c3ccc4c(c3)OCO4)c2C)s1	i	-2.64
CC(=O)N/C(=C\c1cccc([N+](=O)[O-])c1)C(=O)NC(C)C	i	0.79
O=C1c2ccccc2C(=O)N1CC1c2ccccc2CCN1S(=O)(=O)c1ccccc1 (stereo not given)	i	1.72
CCCCn1c(-c2ccc(OC)cc2)nc2c(=O)n(C)c(=O)[nH]c21	i	-0.24
CC(=O)Oc1ccc(/C=C2/Oc3ccccc3C2=O)cc1	i	-1.22
CCOc1ccc2[nH]c3c(NCCN(CC)CC)ncnc3c2c1	i	0.92
CC(C)c1ccc2[nH]c(O)c(N=NC(=O)c3cccc(S(=O)(=O)Nc4ccccc4Cl)c3)c2c1	i	0.1
CCn1c(SCC(=O)NCc2ccco2)nnc1-c1cccs1	i	/
O=C(NC12CC3CC(CC(C3)C1)C2)N1CCN(c2nc(-c3ccccc3)cs2)CC1	i	2.79
CC12CCCCC1(O)[N+](=O)C1=C(CCCC1)N2[O-] (stereo not given)	i	0.97
O=C(N/N=C/c1ccc([N+](=O)[O-])s1)C(O)c1ccccc1 (stereo not given)	i	-1.21
CCc1nnc(NC(=O)CCC(=O)N2CCN(Cc3ccc(Cl)cc3)CC2)s1	i	1.52
Cc1ccc(OCC(=O)OCC(=O)c2cccc([N+](=O)[O-])c2)cc1C	i	0.77
O=C(N1CCNCC1)N1CCOCC1	i	-0.31
CCOC(=O)C1=C(C)NC(=O)C1(NC(=O)c1cccnc1)C(F)(F)F (stereo not given)	i	-0.36

The listing continues:
SMILES	CHT block	Kir21 block
COC(=O)COc1ccc(S(=O)(=O)N2CCOCC2)cc1	i	-0.1
O=C(NCc1cc2ccccc2[nH]1)C1CCC(=O)N(CCCN2CCCC2=O)C1 (stereo not given)	i	-0.52
N#Cc1ccc(-c2ccc(OCC3CNC(=O)O3)cc2)cc1 (stereo not given)	i	1.74
CCOC(=O)C(=CN(CCc1ccccc1)CC(=O)OC)C(=O)OCC	i	2.28
Cc1nc(CC(=O)NNS(=O)(=O)c2ccc3ccccc3c2)cs1	i	-1.14
CCN1CCN(CCOc2cccc(Oc3ccccc3)c2)CC1	i	-4.49*
COc1ccc([N+](=O)[O-])cc1N(CC(=O)NCCCOC(C)C)S(C)(=O)=O	i	0
Cc1ccc(Cl)cc1NC(=O)COC(=O)CC(C)(C)C	i	0.21
O=C(NCc1nc2ccccc2[nH]1)c1cccc(S(=O)(=O)N2CCOCC2)c1	i	0.02
CCOC(=O)N1CCN(C(=O)c2c(Cl)cnn2C)CC1	i	1.62
Cc1oc2c(O)c(O)ccc2c(=O)c1-c1ccccc1	i	-0.03
COc1ccc(N2CCc3c(C)nc4c(OC)cc(OC)cc4c32)cc1	i	-4.66*
C=CCNc1nc(C(=O)OCC(=O)c2ccc(Cl)cc2)cs1	i	0.51
Cc1ccc(N2C(=O)NC(NC(=O)c3ccc(Cl)cc3)(C(F)(F)F)C2=O)cc1 (stereo not given)	i	0.47
CN1CC(=O)N(CC(=O)Nc2ccc3c(c2)CCC3)C1=O	i	0
O=C(Nc1ccncc1)C1CC(=O)N(c2ccc(F)cc2)C1 (stereo not given)	i	-0.37
O=C(N1CCCCC1)N1CCN(c2ccc(Cl)cc2)CC1	i	-0.1
CCOc1ccc(-n2c(N)c(-c3nc4ccccc4n3C)c3nc4ccccc4nc32)cc1	i	1.61
CCSC1=N/C(=C\c2ccccc2)C(=O)N1c1ccc(OC)cc1	i	-0.61
COc1ccc(/C=C(\NC(=O)c2ccccc2)C(=O)NCCN2CCOCC2)cc1OC	i	0
Cc1[nH]ccc(=O)c1OC1OC(CO)C(O)C(O)C1O (stereo not given)	i	0.66
O=C(Nc1ccccc1)[C@@H]1[C@@H]2C(=O)N(c3ccc(F)cc3)C(=O)[C@@H]2[C@H]2C=CC=NN21	i	0.27
Cc1nc(NC(=O)c2ccccc2)sc1-c1csc(NCc2ccco2)n1	i	-0.02
COc1ccccc1OCc1ccc(C(=O)OCC2CCCO2)o1 (stereo not given)	i	1.49
CC(=O)Oc1ccc2c(c1)Oc1cc(OC(C)=O)ccc1C21OC(=O)c2ccccc21	i	/
COC(CN(C)C(=O)C1CCC(CNS(=O)(=O)c2ccc(C)cc2)CC1)OC (stereo not given)	i	1.02
CNC(=S)Nc1ccc2nc(C)oc2c1	i	-0.79
O=C(NN1C(=O)C2C3C=CC(C4CC34)C2C1=O)c1cccc(Cl)c1 (stereo not given)	i	0.41
CCC(C)NC(=O)CSc1nc2ccc(N3CCOCC3)cc2c(=O)n1CCc1ccccc1 (stereo not given)	i	-0.08
CC1(C)CC(N2CCCC2)=CC(=[N+]2CCCCCC2)C1	i	-0.89
CCOC(=O)c1cnn(-c2nc(-c3ccccc3)nc3c2COC(C)(C)C3)c1N	i	1.79
O=C(CCCn1c(SCC(=O)c2ccc(F)cc2)nc2ccccc2c1=O)NCc1ccccc1	i	2.06
COCCCN1C(=O)c2ccc(C(=O)Nc3ccc(OC)cc3OC)cc2C1=O	i	-0.06
COc1cc(CC(=O)Nc2nc(C)cs2)cc(OC)c1OC	i	0.44
CCCCNC(=O)NS(=O)(=O)c1ccc(C)cc1	i	0.2
Cc1cc(C)nc(NS(=O)(=O)c2ccc(NC(=O)c3cc4c(=O)n5cccc(C)c5nc4n3C)cc2)n1	i	0.1
CCCN1CCN(C(=O)CCNC(=O)Cn2cnc3ccccc3c2=O)CC1	i	0.12
O=C(Nc1ccc2oc(-c3cccnc3)nc2c1)c1ccc(Br)o1	i	0.28
C=CCOc1ccc2nnc(C)n2n1	i	-0.67
CCc1ccccc1NC(=S)N(CCN(C)C)C(C)c1ccccn1 (stereo not given)	i	1.54

Some of the entries so far, with values ahead of the structure:
| CHT block | Kir21 block | Molecule |
| --- | --- | --- |
| i | -0.06 | COCCCN1C(=O)c2ccc(C(=O)Nc3ccc(OC)cc3OC)cc2C1=O |
| i | 0.44 | COc1cc(CC(=O)Nc2nc(C)cs2)cc(OC)c1OC |
| i | 0.2 | CCCCNC(=O)NS(=O)(=O)c1ccc(C)cc1 |

Later entries.
SMILES	CHT block	Kir21 block
CS(=O)(=O)N(CC(N)=O)c1cccc(Br)c1	i	0.4
COc1ccccc1CCC(=O)N(C)C1CCCN(Cc2ccccc2F)C1 (stereo not given)	i	-3.31
CCOc1ccc(Cn2c(=O)sc3ccccc32)cc1OC	i	0.96
CCc1cc2cccc(C)c2nc1SCC(=O)Nc1cc(C)on1	i	1.71
Cc1ccc(/C=C2\NC(=S)NC2=O)cc1[N+](=O)[O-]	i	0.31
COc1ccc(OC)c(NC(=O)CCc2nnc3ccc(N4CCC(C)CC4)nn23)c1	i	-0.87
COc1ccc(CC(=O)NCc2ccc3c(c2)cc(C)n3C)cc1	i	0.88
COc1cccc(OC)c1C(=O)Nc1ccc(CN2CCCCC2)cc1	i	-0.86
COc1cc(C(=O)NCCCOC(C)C)ccc1OC1CCN(C(C)=O)CC1	i	-0.5
COc1ccc(OC)c(C(C)NC(=O)c2ccco2)c1 (stereo not given)	i	-0.97
COc1ccc(C(=O)CSc2nc3ccccc3n2CC(=O)c2ccccc2)cc1	i	0
COCCN(C(=O)C(C)C)c1nnc(-c2cccc(C)c2)s1	i	-0.55
COc1ccc(C(=O)Nc2ccc(Cl)cc2C(=O)N2CCOCC2)cc1	i	-0.03
Cc1ccc(S(=O)(=O)CCC(=O)N(C)C2CCCCC2)cc1	i	-2.68
Cn1c(CC(=O)Nc2ccc(Cl)c(Cl)c2)nnc1SCC(=O)N1CCN(c2ccccc2)CC1	i	0.74
Cc1cc(NC(=O)Nc2cccs2)no1	i	0.34
Cc1cc2[nH]c3c(c[n+](C)c4ccccc34)c2cc1C	i	-7.79*
CC(=O)Cc1nsc(NC(=O)C2Cc3ccccc3C(=O)O2)n1 (stereo not given)	i	-0.46
Cc1ccc(NC(=S)NC(=O)c2ccc(F)cc2)cc1S(=O)(=O)Nc1ccccc1Cl	i	0.28
O=C(CSc1nnnn1C1CCCCC1)N1CCCC1	i	1.25
CCCCN(CCCNC(=O)C1CCN(C(=O)c2cc3sccc3n2C)CC1)Cc1ccccc1	i	-0.94
COc1ccc(C)cc1NC(=O)CSc1nc2ccccc2nc1N1CCCCC1	i	-0.41

Bioassay records as filed in PubChem BioAssay.
